ADAM10 inh – inhibits human ADAM10 | recombinant ADAM10, EDANS/DABCYL FRET peptide cleavage, 3 h | inhibition, % at 7 µM | hit rate 0.62% among 370,000 | AID 720582;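 active = inhibition above a per-campaign cutoff equal to the mean of compounds falling between control-based bounds plus 3 SD, cut at about 20% in these data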;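 note: 0% = DMSO wells while the 100% control is not disclosed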
TDP2 absorb – TDP2 (human) inhibition, absorbance primary screen; recombinant TDP2, T5PNP hydrolysis, p-nitrophenol absorbance 415 nm; inhibition, % at 12.8 µM; hit rate 0.34% among 370,000;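 active = inhibition above the mean of all tested compounds plus 3 SD, set per campaign, cut at about 25% in these data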;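 note: 0% = DMSO with enzyme and 100% = buffer with substrate but no TDP2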
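Incubation: 2 h at 37 °C; Test system: recombinant human TDP2; Quantity: enzyme 120 nM; Read-out basis: percent inhibition; Medium: 50 mM Tris-HCl pH 7.5 with Mg2+, KCl, DTT, BSA; Repeats: single replicate; Compound: 12.8 µM single point, 1% DMSO; Signal: epi absorbance; Reagent: 5 mM T5PNP chromogenic substrate; Benchmarks: no-enzyme high, DMSO-plus-enzyme low.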
ADAM17 inh – inhibitors of human ADAM17. P78536. recombinant ADAM17, EDANS/DABCYL FRET peptide cleavage. inhibition, % at 6.95 µM. hit rate 0.83% among 370,000;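 active = inhibition above the mean of compounds lying between control limits plus 3 SD, set per campaign, cut at about 8.5% in these data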;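 note: 0% = DMSO-only wells as the low control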
PLC-beta3 inh – inhibitors of human phospholipase C beta3 | Q01970 | Purified PLC-beta3, fluorogenic substrate, fluorescence | inhibition, % at 12.2 µM | hit rate 0.18% among 370,000; in the data active = inhibition above about 11%;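 note: 0% = median of compound wells on plate and 100% = full blocker control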
Tn6 DDE FP – DD(E)-Tn6 binding inhibition, primary FP screen. Fibrin DD(E) TRITC-Tn6 fluorescence polarization displacement. inhibition, % at 8.3 µM. hit rate 0.21% among 370,000. P02675. AID 720509;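 active = inhibition above a per-campaign cutoff: mean of compounds within control limits plus 3 SD, cut at about 15% in these data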;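 note: 0% = median of all compound wells on the plate and 100% = blocking peptide control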
ARFGAP1 inhibitor – inhibits rat ARF GTPase activating protein 1; hit rate 0.26% among 360,000; AID 651572; Q62848; inhibition, % at 16.5 µM; Arfgap1-stimulated ARF1 GTP hydrolysis, GDP FP detection;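 active = inhibition above a per-plate limit, mean inhibition of low control wells plus 3 SD, cut at about 25% in these data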;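 note: 0% = DMSO wells with enzyme and 100% = wells lacking Arfgap1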
Target sequence (Q62848 1-136 limits assumed): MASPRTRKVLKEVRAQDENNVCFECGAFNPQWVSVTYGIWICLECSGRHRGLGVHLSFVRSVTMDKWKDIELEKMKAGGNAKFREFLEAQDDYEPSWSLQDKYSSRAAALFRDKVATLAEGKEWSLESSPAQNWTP
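Material: rat Arfgap1 catalytic domain, aa 1-136; also added: human ARF1(Δ1-17)-GTP substrate; compound dosing: one concentration, 16.5 µM, DMSO 1.26%; incubation: GTP hydrolysis reaction 2 h at 25 °C; measured by: Tracer-displacement fluorescence polarization with EDTA stop, 620/688 nm; evaluation: % inhibition from polarization; repeats: one replicate per compound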
ASAP1 GAP inh – inhibitors of human ASAP1 ArfGAP activity; inhibition, % at 16.5 µM; AID 624377; hit rate 0.19% among 360,000; ASAP1-stimulated ARF1 GTP hydrolysis, GDP FP detection; in the data active = inhibition above about 25%;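 note: 0% = vehicle with enzyme and substrate and 100% = no enzyme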
Target sequence (Q9ULH1 325-724 limits assumed): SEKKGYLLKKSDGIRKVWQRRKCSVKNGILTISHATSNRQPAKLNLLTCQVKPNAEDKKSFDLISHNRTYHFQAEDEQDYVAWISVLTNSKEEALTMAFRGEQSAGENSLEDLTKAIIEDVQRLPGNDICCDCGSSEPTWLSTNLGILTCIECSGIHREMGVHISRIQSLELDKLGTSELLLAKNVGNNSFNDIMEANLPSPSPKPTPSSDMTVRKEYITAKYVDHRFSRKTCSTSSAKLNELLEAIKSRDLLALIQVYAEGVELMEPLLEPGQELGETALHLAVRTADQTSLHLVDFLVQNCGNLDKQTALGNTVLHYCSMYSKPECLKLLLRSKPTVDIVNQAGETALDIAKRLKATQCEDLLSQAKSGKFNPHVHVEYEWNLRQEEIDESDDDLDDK
PLC-gamma1 inh – inhibitors of human phospholipase C gamma1; P19174; purified PLC-gamma1, fluorogenic substrate, fluorescence; inhibition, % at 12.2 µM; hit rate 0.84% among 370,000; AID 720700; in the data active = inhibition above about 9.5%
Tn7 DDE FP – DD(E)-Tn7 binding inhibition, primary FP screen | FP displacement of FITC-Tn7 peptide from fibrin DD(E); 0% = median of compound wells per plate | inhibition, % at 8.3 µM | hit rate 0.13% among 370,000;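 active = inhibition above the mean of compounds falling within the control limits plus 3 SD of them, cut at about 14% in these data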;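 note: 0% = plate median of compound wells and 100% = 10 µM Aha-Tn7 peptide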
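System: human fibrin DD(E); quantity: Fibrin-DD(E) at 2 µM final; also added: fluorescent Tn7 probe at 0.1 µM; compound dosing: single nominal test concentration of 8.3 µM per compound; schedule: 10 min preincubation, 3 h with tracer, room temperature; detection: fluorescence polarization of the labelled Tn7 tracer; repeats: one replicate per compound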
SIAE primary – inhibitors of human sialic acid acetylesterase SIAE; SIAE FP-Rh probe binding, fluorescence polarization; inhibition, % at 9.66 µM; hit rate 0.69% among 370,000; Q9HAT2; AID 1053197;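 active = inhibition above a cutoff: mean of compounds within the control limits plus 3 SD of those, cut at about 17% in these data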;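 note: 0% = plate median of compound wells and 100% = probe without SIAE protein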
Target sequence (Q9HAT2 whole entry, looked up): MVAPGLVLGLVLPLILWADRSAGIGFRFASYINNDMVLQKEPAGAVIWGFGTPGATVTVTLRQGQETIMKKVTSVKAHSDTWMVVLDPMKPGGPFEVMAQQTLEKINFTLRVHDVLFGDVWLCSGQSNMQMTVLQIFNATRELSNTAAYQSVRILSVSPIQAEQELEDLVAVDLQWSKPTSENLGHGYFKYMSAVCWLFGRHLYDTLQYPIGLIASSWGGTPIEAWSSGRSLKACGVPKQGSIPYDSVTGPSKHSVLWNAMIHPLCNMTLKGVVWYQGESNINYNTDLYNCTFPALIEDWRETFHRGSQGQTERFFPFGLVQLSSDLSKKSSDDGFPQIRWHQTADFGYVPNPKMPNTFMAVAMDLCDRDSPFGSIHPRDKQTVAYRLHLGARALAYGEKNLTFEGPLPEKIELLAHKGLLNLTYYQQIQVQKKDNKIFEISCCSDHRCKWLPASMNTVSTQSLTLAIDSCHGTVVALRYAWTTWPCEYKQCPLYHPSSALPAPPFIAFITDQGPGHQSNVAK
The depositor's hits bear a star. Outcome played no part in choosing rows (roughly 3.6% active in at least one column).

Results for c1ccc(N2CCCCC2)c(NC2=NCCC2)c1 ?
ADAM10 inh: -10; TDP2 absorb: -2; ADAM17 inh: -2; PLC-beta3 inh: 1; Tn6 DDE FP: -2; ARFGAP1 inhibitor: -3; ASAP1 GAP inh: -4; PLC-gamma1 inh: 1; Tn7 DDE FP: -1; SIAE primary: 10

How did CCCCn1nnnc1C(c1ccccc1)N1CCN(c2cccc(C(F)(F)F)n2)CC1 (configuration not stated) do in these assays?
ADAM10 inh: 9; TDP2 absorb: -19; ADAM17 inh: 7; PLC-beta3 inh: -1; Tn6 DDE FP: -9; ARFGAP1 inhibitor: 3; ASAP1 GAP inh: 6; PLC-gamma1 inh: 10*; Tn7 DDE FP: -1; SIAE primary: -14

How did Cc1ccc(Oc2nc3ccccc3n3c(C)nnc23)c(C)c1 do in these assays?
ADAM10 inh: 0; TDP2 absorb: 7; ADAM17 inh: -3; PLC-beta3 inh: 5; Tn6 DDE FP: 9; ARFGAP1 inhibitor: 2; ASAP1 GAP inh: 2; PLC-gamma1 inh: 2; Tn7 DDE FP: 2; SIAE primary: -5

What do the screens show for `COC(=O)c1cc(=O)c2ccc(OC)cc2o1`?
ADAM10 inh: -7; TDP2 absorb: 9; ADAM17 inh: -2; PLC-beta3 inh: -5; Tn6 DDE FP: 9; ARFGAP1 inhibitor: -9; ASAP1 GAP inh: 7; PLC-gamma1 inh: -1; Tn7 DDE FP: -9; SIAE primary: 1

Results for Cc1ccc(C(=O)N(CC(C)C)c2c(N)n(Cc3ccccc3)c(=O)[nH]c2=O)o1 ?
ADAM10 inh: -19; TDP2 absorb: 2; ADAM17 inh: -3; PLC-beta3 inh: -10; Tn6 DDE FP: 0; ARFGAP1 inhibitor: -3; ASAP1 GAP inh: 1; PLC-gamma1 inh: -6; Tn7 DDE FP: 1; SIAE primary: -3

How did CC(C)(C)NC(=O)CN(C(=O)CS(=O)CC(=O)Nc1ccc(F)cc1)c1cccc(F)c1 (configuration not stated) do in these assays?
ADAM10 inh: -4; TDP2 absorb: -23; ADAM17 inh: 2; PLC-beta3 inh: 0; Tn6 DDE FP: -5; ARFGAP1 inhibitor: -2; ASAP1 GAP inh: -1; PLC-gamma1 inh: 7; Tn7 DDE FP: -1; SIAE primary: -8

What do the screens show for `CC(C)Cn1nc(NS(=O)(=O)c2ccccc2)c2cc3ccccc3nc21`?
ADAM10 inh: -1; TDP2 absorb: 1; ADAM17 inh: -4; PLC-beta3 inh: 0; Tn6 DDE FP: 13; ARFGAP1 inhibitor: 3; ASAP1 GAP inh: -6; PLC-gamma1 inh: -2; Tn7 DDE FP: -1; SIAE primary: 5

How did O=C(O)c1cccc(-c2noc(-c3cccc(Cl)c3)n2)c1 do in these assays?
ADAM10 inh: 3; TDP2 absorb: -2; ADAM17 inh: -1; PLC-beta3 inh: 5; Tn6 DDE FP: -1; ARFGAP1 inhibitor: 2; ASAP1 GAP inh: -6; PLC-gamma1 inh: -2; Tn7 DDE FP: 3; SIAE primary: 2

Results for Cc1ccc(C)c(C(=O)CN2C(=O)NC3(CCC(C)CC3)C2=O)c1 (configuration not stated) ?
ADAM10 inh: 2; TDP2 absorb: 6; ADAM17 inh: -2; PLC-beta3 inh: 2; Tn6 DDE FP: 3; ARFGAP1 inhibitor: 9; ASAP1 GAP inh: -6; PLC-gamma1 inh: -3; Tn7 DDE FP: 3; SIAE primary: 9

How did CC(=O)c1cccc(N(CC(=O)N2CCCCC2)S(C)(=O)=O)c1 do in these assays?
ADAM10 inh: -10; TDP2 absorb: -5; ADAM17 inh: -6; PLC-beta3 inh: 0; Tn6 DDE FP: 9; ARFGAP1 inhibitor: -5; ASAP1 GAP inh: -4; PLC-gamma1 inh: 2; Tn7 DDE FP: -5; SIAE primary: -4

How did O=C(COC(=O)c1ccc(Cl)nc1)Nc1cc(S(=O)(=O)N2CCCCC2)ccc1Cl do in these assays?
ADAM10 inh: 0; TDP2 absorb: 7; ADAM17 inh: -2; PLC-beta3 inh: -8; Tn6 DDE FP: 6; ARFGAP1 inhibitor: -9; ASAP1 GAP inh: 2; PLC-gamma1 inh: -3; Tn7 DDE FP: 0; SIAE primary: -4

Results for Cc1c(NC(=S)/C=C2\N(C)c3ccccc3C2(C)C)c(=O)n(-c2ccccc2)n1C ?
ADAM10 inh: -5; TDP2 absorb: 5; ADAM17 inh: -6; PLC-beta3 inh: -10; Tn6 DDE FP: 4; ARFGAP1 inhibitor: 0; ASAP1 GAP inh: 6; PLC-gamma1 inh: -12; Tn7 DDE FP: 4; SIAE primary: 1

Reprinted from the part before: 2 entries, followed by the next part.
How did O=C(COC(=O)c1ccc(Cl)nc1)Nc1cc(S(=O)(=O)N2CCCCC2)ccc1Cl do in these assays?
ADAM10 inh: 0; TDP2 absorb: 7; ADAM17 inh: -2; PLC-beta3 inh: -8; Tn6 DDE FP: 6; ARFGAP1 inhibitor: -9; ASAP1 GAP inh: 2; PLC-gamma1 inh: -3; Tn7 DDE FP: 0; SIAE primary: -4

Results for Cc1c(NC(=S)/C=C2\N(C)c3ccccc3C2(C)C)c(=O)n(-c2ccccc2)n1C ?
ADAM10 inh: -5; TDP2 absorb: 5; ADAM17 inh: -6; PLC-beta3 inh: -10; Tn6 DDE FP: 4; ARFGAP1 inhibitor: 0; ASAP1 GAP inh: 6; PLC-gamma1 inh: -12; Tn7 DDE FP: 4; SIAE primary: 1

Results for CC(=O)c1c(C)n(-c2ccc(C)cc2C)c2ccc(O)cc12 ?
ADAM10 inh: 2; TDP2 absorb: -6; ADAM17 inh: -2; PLC-beta3 inh: -7; Tn6 DDE FP: -1; ARFGAP1 inhibitor: -1; ASAP1 GAP inh: 0; PLC-gamma1 inh: -1; Tn7 DDE FP: 4; SIAE primary: -1

How did Cc1ccc(S(=O)(=O)N2[C@@H](c3ccc(Cl)cc3)C(C(=O)O)=CC[C@H]2c2cccc(Cl)c2)cc1 do in these assays?
ADAM10 inh: -10; TDP2 absorb: -5; ADAM17 inh: -5; PLC-beta3 inh: -2; Tn6 DDE FP: -6; ARFGAP1 inhibitor: -1; ASAP1 GAP inh: -6; PLC-gamma1 inh: -1; Tn7 DDE FP: -2; SIAE primary: -2

How did N#Cc1ccccc1OCC(=O)N1CCN(C(=O)c2ccco2)CC1 do in these assays?
ADAM10 inh: 4; TDP2 absorb: -1; ADAM17 inh: 0; PLC-beta3 inh: -3; Tn6 DDE FP: 5; ARFGAP1 inhibitor: 4; ASAP1 GAP inh: -6; PLC-gamma1 inh: 2; Tn7 DDE FP: 3; SIAE primary: 3

Results for Cc1cccc(NC(=S)NC2CCN(Cc3ccccc3)CC2)c1C ?
ADAM10 inh: -2; TDP2 absorb: -3; ADAM17 inh: -2; PLC-beta3 inh: -7; Tn6 DDE FP: -5; ARFGAP1 inhibitor: -1; ASAP1 GAP inh: -3; PLC-gamma1 inh: 1; Tn7 DDE FP: 2; SIAE primary: -3

Results for CCn1c(SCC(=O)Nc2ccc(Br)cn2)nnc1C1CC1 ?
ADAM10 inh: -17; TDP2 absorb: 4; ADAM17 inh: -4; PLC-beta3 inh: -7; Tn6 DDE FP: 12; ARFGAP1 inhibitor: -12; ASAP1 GAP inh: 5; PLC-gamma1 inh: -3; Tn7 DDE FP: 5; SIAE primary: 1

How did CCCCc1ccc(NC(=S)NCCN2CCOCC2)cc1 do in these assays?
ADAM10 inh: 7; TDP2 absorb: 5; ADAM17 inh: 1; PLC-beta3 inh: 5; Tn6 DDE FP: 1; ARFGAP1 inhibitor: 8; ASAP1 GAP inh: -5; PLC-gamma1 inh: 1; Tn7 DDE FP: -3; SIAE primary: 3

Results for O=C(O)c1cnn(-c2nc(-c3cccc([N+](=O)[O-])c3)cs2)c1C(F)(F)F ?
ADAM10 inh: 1; TDP2 absorb: -22; ADAM17 inh: 7; PLC-beta3 inh: 0; Tn6 DDE FP: 2; ARFGAP1 inhibitor: -10; ASAP1 GAP inh: 12; PLC-gamma1 inh: 6; Tn7 DDE FP: -1; SIAE primary: -12

What do the screens show for `CN(Cc1ccccc1)C(=O)c1[nH]cnc1C(=O)NCC(=O)OCc1ccccc1`?
ADAM10 inh: 4; TDP2 absorb: 5; ADAM17 inh: -3; PLC-beta3 inh: 0; Tn6 DDE FP: -7; ARFGAP1 inhibitor: 17; ASAP1 GAP inh: 6; PLC-gamma1 inh: 1; Tn7 DDE FP: 4; SIAE primary: -2

What do the screens show for `COc1ccc(CNC(=O)c2ccc3nc(C)c(N(C)Cc4ccc(NC(C)=O)cc4)n3c2)cc1`?
ADAM10 inh: 9; TDP2 absorb: -3; ADAM17 inh: 3; PLC-beta3 inh: -4; Tn6 DDE FP: -2; ARFGAP1 inhibitor: 7; ASAP1 GAP inh: -5; PLC-gamma1 inh: -4; Tn7 DDE FP: 6; SIAE primary: -2

Results for COc1cc(OC)cc(C(=O)NC(C(=O)Nc2ccc(N3CCOCC3)cc2)C(C)C)c1 (configuration not stated) ?
ADAM10 inh: -1; TDP2 absorb: 8; ADAM17 inh: -3; PLC-beta3 inh: -1; Tn6 DDE FP: 5; ARFGAP1 inhibitor: 5; ASAP1 GAP inh: 1; PLC-gamma1 inh: -3; Tn7 DDE FP: 1; SIAE primary: 4

What do the screens show for `CCOC(=O)/C=C1\NC(=O)C(C)S1` (configuration not stated)?
ADAM10 inh: 2; TDP2 absorb: -2; ADAM17 inh: 0; PLC-beta3 inh: 3; Tn6 DDE FP: -4; ARFGAP1 inhibitor: -7; ASAP1 GAP inh: 16; PLC-gamma1 inh: 2; Tn7 DDE FP: -6; SIAE primary: -8

How did O=C(Cn1c(=O)oc2cc(S(=O)(=O)N3CCCCC3)ccc21)N1CCc2ccccc21 do in these assays?
ADAM10 inh: 7; TDP2 absorb: -4; ADAM17 inh: -2; PLC-beta3 inh: 5; Tn6 DDE FP: -3; ARFGAP1 inhibitor: -13; ASAP1 GAP inh: 8; PLC-gamma1 inh: 3; Tn7 DDE FP: -1; SIAE primary: 2

Results for Cc1cccc(S(=O)(=O)NCC2CCCO2)c1 (configuration not stated) ?
ADAM10 inh: 6; TDP2 absorb: -1; ADAM17 inh: -2; PLC-beta3 inh: 1; Tn6 DDE FP: -11; ARFGAP1 inhibitor: 6; ASAP1 GAP inh: 8; PLC-gamma1 inh: 3; Tn7 DDE FP: -2; SIAE primary: 0

Assay outcomes as filed in PubChem.
